High-throughput results as filed in PubChem.
Vif-A3G inh – Vif-A3G binding inhibition; AID 602310; hit rate 0.076% among 410,000; Q9HC16; Potency, µM (series often up to 46.1 µM), for the others: top-dose activity, negative = active, actives largely listed as inhibitors; HeLa A3G-eYFP + Vif (tagged APOBEC3G with the HIV-1 protein that degrades it), YFP fluorescence, overnight;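 further: potency means the concentration at half of the fitted maximal effect; on the % scale 0 is the no-effect control and ±100 the full control effect; nearly all actives have a fitted effect of over 60% in size; hits raise eYFP signal because A3G escapes Vif-driven loss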
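Read-out is eYFP fluorescence (Ex 488/Em 500-530) from Vif-expressing HeLa A3G-eYFP cells; more signal means A3G escaped Vif-mediated degradation. Cells plated overnight, compound pinned in, incubated overnight at 37 deg C.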
rTrxR1 inhibitor – inhibitors of rat thioredoxin reductase 1; O89049; recombinant rTrxR1, NADPH fluorescence consumption, selenite substrate; Potency, µM (top dose mostly 114 µM), inactives show at the highest dose activity change, negative = inhibition, actives largely listed as inhibitors; hit rate 1% among 390,000; AID 588453; further: potency means the concentration at half of the fitted maximal effect; on the % scale 0 is the no-effect control and ±100 the full control effect; nearly all actives have a fitted effect of over 65% in size
Target sequence (O89049 whole entry, looked up): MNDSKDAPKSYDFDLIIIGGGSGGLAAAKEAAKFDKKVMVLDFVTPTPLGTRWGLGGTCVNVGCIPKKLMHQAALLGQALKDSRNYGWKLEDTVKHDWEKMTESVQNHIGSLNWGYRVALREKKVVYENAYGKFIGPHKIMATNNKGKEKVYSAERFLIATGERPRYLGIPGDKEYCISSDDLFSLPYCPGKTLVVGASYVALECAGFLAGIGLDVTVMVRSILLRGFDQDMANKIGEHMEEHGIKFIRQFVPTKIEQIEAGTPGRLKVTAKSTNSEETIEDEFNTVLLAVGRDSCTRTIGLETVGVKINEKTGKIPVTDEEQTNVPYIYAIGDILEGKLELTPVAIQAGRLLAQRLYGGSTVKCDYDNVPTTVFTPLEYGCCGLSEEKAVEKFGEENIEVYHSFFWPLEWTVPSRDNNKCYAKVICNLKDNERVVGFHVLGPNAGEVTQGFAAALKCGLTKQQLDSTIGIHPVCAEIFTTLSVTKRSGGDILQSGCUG
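Rat TrxR1 (90 nM in the dispensed reagent) was pre-reduced with 400 uM NADPH for 5 min at room temperature, then incubated with compound for 15 min. After 400 uM selenite was added, NADPH fluorescence (Ex 340/Em 450 nm) was followed for 8 min.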
USP1-UAF1 inh – USP1/UAF1 (human) deubiquitinase inhibition. recombinant USP1/UAF1, Ub-Rhodamine cleavage fluorescence. Potency, µM (titrated, usually from 57.1 µM), for inactives: at the top dose activity change, negative = inhibition, usual class: inhibitors. hit rate 0.23% among 390,000. AID 743255; further: potency means the concentration at half of the fitted maximal effect; on the % scale 0 is the no-effect control and ±100 the full control effect; nearly all actives have a fitted effect of over 60% in size; inactives centre near -12
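High-throughput fluorogenic screen: 1nM USP1/UAF1 complex, Ub-Rho substrate 150nM final, 50mM HEPES pH 7.8 with 0.5mM EDTA, 0.1 mg/ml BSA, 1mM TCEP and 0.01% Tween-20.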
GRP78 ERSR act – inducers of ER stress response in human glioma cells; AID 602332; hit rate 0.02% among 420,000; U87-MG GRP78 promoter luciferase reporter, 16 h; Potency, µM, inactives show at the top dose activation, usual class: activators; further: potency means the concentration at half of the fitted maximal effect; series mostly up to about 76 µM; % of control where 0% means no effect; nearly all actives have a fitted effect of over 35% in size
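ERSR induction read as luciferase luminescence (Bright-Glo, 10 min at room temperature) in stably transfected human U87-MG glioma cells exposed to compounds for 16 h, using GRP78 as sensor.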
Vif-APOBEC3F blk – inhibitors of Vif-A3F interaction. HeLa A3F-eYFP + Vif (tagged APOBEC3F with the HIV-1 protein that degrades it), YFP fluorescence increase. hit rate 0.2% among 390,000. AID 602313. Potency, µM (series often up to 46.1 µM), without a hit: at the highest dose activity, negative = active; further: potency means the concentration at half of the fitted maximal effect; % of control where 0% means no effect; nearly all actives have a fitted effect of over 65% in size
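Fluorescence increase (Ex 488/Em 500-530) after overnight compound treatment at 37 deg C flags inhibition of Vif-driven A3F-eYFP loss in stable HeLa A3F-eYFP/Vif cells seeded overnight beforehand.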
RGS4 inh – blocks human RGS4-accelerated GTP hydrolysis; Transcreener GDP fluorescence polarization, RGS4-accelerated GTP hydrolysis; P49798; hit rate 0.039% among 390,000; Potency, µM (doses to about 114 µM), for inactives: top-dose activity change, negative = inhibition, actives largely listed as inhibitors; further: potency means the concentration at half of the fitted maximal effect; on the % scale 0 is the no-effect control and ±100 the full control effect; nearly all actives have a fitted effect of over 75% in size; some results filed as inactive show a strong effect at the top dose
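MLSMR compounds (23 nl, pin-transferred) preincubated 10 min at room temperature with a 500nM (2x) first reagent, then RGS4 at 900nM (2x) plus Transcreener GDP mix added; fluorescence polarization (620/688 nm) read before and after 90 min at 30 °C.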
LDHA block – blocks human lactate dehydrogenase A. activity change, % (values are at about 110 or 230 µM). P00338. purified LDHA, NADH/diaphorase-resazurin fluorescence; hits give low values. hit rate 0.15% among 480,000; in the data active means activity change below about -30%; inconclusive means mostly about -25% to -30%;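 further: plate controls were DMSO wells for no effect and wells without enzyme for full effect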
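LDH5 2 nM; NADH 0.06 mM, pyruvate 0.2 mM; 200 mM Tris pH 7.4, EDTA, Tween-20; 5 min RT. Detection: diaphorase 0.133 mg/mL + resazurin 37 µM, fluorescence ex540/em590 at 0 and 20 min; normalized to enzyme-free and DMSO wells.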
TrxR1 substrate – rat thioredoxin reductase 1 substrate activity; purified TrxR1 substrate turnover, NADPH consumption readout; Potency, µM (top dose mostly 114 µM), for inactives: top-dose activity change, negative = substrate turnover; hit rate 0.01% among 390,000; O89049; further: potency means the concentration at half of the fitted maximal effect; on the % scale 0 is the no-effect control and ±100 the full control effect; nearly all actives have a fitted effect of over 50% in size
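Rat TrxR1, dispensed at 90 nM, was prereduced with 400 uM NADPH (final) for 5 min at ~22 deg C, then incubated with compound 15 min before 400 uM selenite. A first-read NADPH fluorescence drop versus no-compound background flagged substrates.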
IDH1 R132H inh – inhibitors of human mutant IDH1 R132H | IDH1-R132H enzyme, NADPH consumption, diaphorase/resazurin fluorescence | AID 602179 | Potency, µM (top dose mostly 76.6 µM), for the others: top-dose activity change, negative = inhibition, actives largely listed as inhibitors | hit rate 0.093% among 390,000 | O75874; further: potency means the concentration at half of the fitted maximal effect; on the % scale 0 is the no-effect control and ±100 the full control effect; nearly all actives have a fitted effect of over 65% in size
Target sequence (O75874 whole entry R132H, stated change not applied): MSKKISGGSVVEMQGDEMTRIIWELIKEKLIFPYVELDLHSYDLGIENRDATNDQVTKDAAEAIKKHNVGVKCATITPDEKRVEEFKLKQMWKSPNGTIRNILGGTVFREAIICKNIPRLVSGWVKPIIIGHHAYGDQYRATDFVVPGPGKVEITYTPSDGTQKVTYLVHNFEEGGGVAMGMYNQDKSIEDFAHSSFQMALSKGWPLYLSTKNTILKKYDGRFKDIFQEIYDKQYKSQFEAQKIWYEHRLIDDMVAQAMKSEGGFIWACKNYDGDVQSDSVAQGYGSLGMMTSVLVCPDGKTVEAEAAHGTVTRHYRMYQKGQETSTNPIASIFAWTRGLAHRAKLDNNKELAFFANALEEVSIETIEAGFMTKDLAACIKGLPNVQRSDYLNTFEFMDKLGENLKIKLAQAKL
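IDH1-R132H (0.5 ug/mL dispensed) in pH 7.5 Tris buffer was preincubated 30 min with compound, then given a substrate mix of 0.016 mM NADPH and 2 mM alpha-KG for 80 min at room temperature; remaining NADPH was read by diaphorase/resazurin fluorescence.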
An asterisk follows results filed as active; ? = inconclusive; . = not tested or not shown; & = joins results of further samples; [ ] = another dose, or the depositor's remark. Unless noted, the call rests on the fitted dose curve; in most records, active means well fitted curve in the direction sought with a large enough effect; inconclusive means small, poorly fitted or top-dose-only effect, or another doubt; inactive means no such curve, though single readings can be large; an effect the other way counts as inactive or inconclusive. Not all compounds are listed; count on the stated rates, not on these rows.

Values run as follows: Vif-A3G inh	rTrxR1 inhibitor	IDH1 R132H inh	LDHA block	USP1-UAF1 inh	TrxR1 substrate	GRP78 ERSR act	RGS4 inh	Vif-APOBEC3F blk
1) COc1ccc(-n2nc3c(c2NC(=O)c2ccc(S(=O)(=O)N4CCOCC4)cc2)CS(=O)(=O)C3)cc1
  0%	15%[57.1 µM]	4%	-1	-16%	7%[57.1 µM]	-4%	26%	7%
2) COc1ccc(CC(=O)Nc2cccc3ccccc23)cc1OC
  -2%	15%	2%	1	-4%	1%	-8%	-1%	-14%
3) CNC(=O)c1ccc2c(c1)nnn2C
  2%	22%	-2%	-1	-6%	-2%	-5%	-4%	0%
4) CCOc1ccc(NC(=O)CSc2nnc(NC(=O)C3CC3)s2)cc1
  -1%	20%[57.1 µM]	-4%	-8	-22%	2%[57.1 µM]	-3%	2%	9%
5) CCCn1c(C)cc(C(=O)COc2ccc(C)nc2[N+](=O)[O-])c1C
  -14%	-2%	0%	-5	-24%	2%	-3%	-30%	-1%
6) O=C(O)CC(C(=O)N(c1ccccc1)c1ccccc1)N1CCOCC1 (stereo unspecified)
  -1%	-8%	3%	-4	-11%	4%	-4%	12%	.
7) Cc1cccc(Nc2nc(C)nc3c2oc2ccccc23)c1
  -3%	11%	-4%	-3	-17%	8%	-1%	-9%	-5%
8) CC(=O)Nc1ccc(NC(=O)C(C)n2nc([N+](=O)[O-])c(Br)c2C)cc1 (stereo unspecified)
  -6%	4%	2%	-3	19%	4%	-2%	-3%	-10%
9) Cc1ccc2c(c1)N(CC(=O)Nc1ccccc1F)C(=O)CO2
  2%	15%	1%	-3	-24%	-1%	-4%	-1%	-12%
10) CC(Sc1cnccn1)C(=O)O (stereo unspecified)
  0%	24%[57.1 µM]	10%	-1	-16%	-15%[57.1 µM]	-3%	-20%	0%
11) O=[N+]([O-])c1ccc(N/N=C/c2sc(N3CCOCC3)nc2-c2ccccc2)c(S(=O)(=O)Nc2ccc(Cl)cc2)c1
  ?	-31%	14%	-3	-15%	-17%	-5%	-12%	?
12) COc1ccc(CCNC(=O)c2ccc(Cl)cc2Cl)cc1
  1%	8%[57.1 µM]	1%	-3	-11%	2%[57.1 µM]	0%	?	-5%
13) CC(C)c1cc[n+](-c2nc([O-])sc2C=O)cc1
  -7%	12%[57.1 µM]	1%	23	-20%	8%[57.1 µM]	3%	-19%	0%
14) CCCNS(=O)(=O)c1ccc(CCC(=O)NCCc2ccc(OC)c(OC)c2)cc1
  0%	11%[57.1 µM]	1%	-5	-13%	10%[57.1 µM]	-1%	-14%	2%
15) Cc1c(NC(=O)c2cc(-c3cccc(Cl)c3)on2)c(=O)n(-c2ccccc2)n1C
  -9%&-6%	27%&23%	0%&-4%	-2&-3	?	4%&9%	0%&-3%	29%&8%	11%&-2%
16) Cn1cc(-c2cc(C(=O)O)on2)cn1
  1%	11%	5%	-14	-6%	-2%	-3%	26%	5%
17) O=C(Cn1c(=O)c(C(F)(F)F)nc2ccccc21)Nc1cccc(Br)c1
  3%	11%[57.1 µM]	0%	3	-23%	2%[57.1 µM]	4%	-28%	-12%
18) CCN(CC)C(=O)C1=C(C)N(Cc2ccc(F)cc2)C(=O)C(CC(=O)NCc2ccco2)C1 (stereo unspecified)
  -2%	.	8%	0	-25%	.	-3%	.	5%
19) COc1ccccc1NC(=S)NC1CCCCC1
  1%	-10%	4%	-7	-9%	0%	-3%	-11%	0%
20) CC(NC(=S)Nc1ccc(S(=O)(=O)N2CCOCC2)cc1)C1CC2CCC1C2 (stereo unspecified)
  0%	-3%	8%	-4	-16%	-9%	1%	-24%	10%
21) C/C(CC(=O)Nc1ccc2c(c1)OCCO2)=N\NC(=O)c1ccccn1
  5%	-24%	-4%	1	-23%	-4%	8%	7%	4%
22) C=CCNC(=O)COc1ccc(Br)cc1Cl
  1%	18%	2%	-5	-5%	2%	6%	-10%	-1%
23) CSc1ccc(/C=N/NC(=O)c2cc(O)cc(O)c2)cc1
  0%	-7%	-2%	-5	-18%	-6%	-2%	-11%	8%
24) COc1ccc2[nH]c3c(c2c1)CCNC3(C)CCc1ccc(Cl)nc1 (stereo unspecified)
  6%	6%	6%	0	-15%	-8%	-7%	?	13%
25) CC1Cc2cc(/C(O)=C3/C(=O)C(=O)N(CCCn4ccnc4)C3c3ccco3)ccc2O1 (stereo unspecified)
  -1%	-10%[57.1 µM]	-1%	4	-3%	-10%	0%	3%	0%
26) CCOC(=O)COc1cccc2c(=O)n(CC(=O)N3CCN(C(=O)OCC)CC3)ccc12
  0%	19%[57.1 µM]	-7%	-14	-11%	16%[57.1 µM]	-3%	4%	-3%
27) CC1CN(S(=O)(=O)c2ccc(C(=O)OCc3ccc(C#N)cc3)cc2)CC(C)O1 (stereo unspecified)
  4%	12%	-7%	-3	-19%	-5%	-3%	32%	1%
28) Cc1cccc(CCNC(=O)c2cnc3c(C)cccn3c2=O)c1
  -1%	-17%[57.1 µM]	0%	-4	11%	71%[activator][57.1 µM]	-9%	-11%	0%
29) CCO[C@@H]1OC(C(=O)O)=C[C@H](c2cn(C(C)=O)c3ccccc23)[C@H]1CCCO
  -2%	10%	-6%	-10	-10%	-3%	-3%	12%	2%
30) Cc1cc(C)nc(N/N=C/c2sccc2C)n1
  0%	10%[57.1 µM]	2%	-11	-10%	-1%[57.1 µM]	3%	?	-1%

Another view of 9 compounds above:
# | compound | Vif-A3G inh | rTrxR1 inhibitor | IDH1 R132H inh | LDHA block | USP1-UAF1 inh | TrxR1 substrate | GRP78 ERSR act | RGS4 inh | Vif-APOBEC3F blk
1 | COc1ccc(-n2nc3c(c2NC(=O)c2ccc(S(=O)(=O)N4CCOCC4)cc2)CS(=O)(=O)C3)cc1 | 0% | 15%[57.1 µM] | 4% | -1 | -16% | 7%[57.1 µM] | -4% | 26% | 7%
2 | COc1ccc(CC(=O)Nc2cccc3ccccc23)cc1OC | -2% | 15% | 2% | 1 | -4% | 1% | -8% | -1% | -14%
3 | CNC(=O)c1ccc2c(c1)nnn2C | 2% | 22% | -2% | -1 | -6% | -2% | -5% | -4% | 0%
4 | CCOc1ccc(NC(=O)CSc2nnc(NC(=O)C3CC3)s2)cc1 | -1% | 20%[57.1 µM] | -4% | -8 | -22% | 2%[57.1 µM] | -3% | 2% | 9%
5 | CCCn1c(C)cc(C(=O)COc2ccc(C)nc2[N+](=O)[O-])c1C | -14% | -2% | 0% | -5 | -24% | 2% | -3% | -30% | -1%
6 | O=C(O)CC(C(=O)N(c1ccccc1)c1ccccc1)N1CCOCC1 (stereo unspecified) | -1% | -8% | 3% | -4 | -11% | 4% | -4% | 12% | .
7 | Cc1cccc(Nc2nc(C)nc3c2oc2ccccc23)c1 | -3% | 11% | -4% | -3 | -17% | 8% | -1% | -9% | -5%
8 | CC(=O)Nc1ccc(NC(=O)C(C)n2nc([N+](=O)[O-])c(Br)c2C)cc1 (stereo unspecified) | -6% | 4% | 2% | -3 | 19% | 4% | -2% | -3% | -10%
9 | Cc1ccc2c(c1)N(CC(=O)Nc1ccccc1F)C(=O)CO2 | 2% | 15% | 1% | -3 | -24% | -1% | -4% | -1% | -12%

Remaining list, next part
Values run as follows: Vif-A3G inh	rTrxR1 inhibitor	IDH1 R132H inh	LDHA block	USP1-UAF1 inh	TrxR1 substrate	GRP78 ERSR act	RGS4 inh	Vif-APOBEC3F blk
31) COc1ccccc1CN1CC(C(=O)N2CCOCC2)CCC1=O (stereo unspecified)
  4%	27%	3%	0	-18%	1%	-3%	6%	-10%
32) CC(C)(C)NC(=O)Cn1c(SCC(N)=O)nc2ccccc21
  2%	-17%	7%	1	-10%	-13%	-5%	-68%[56.9 µM]	-9%
33) O=C(Nc1ccc(F)cc1F)c1ccc2ncsc2c1
  -7%	7%	-12%	-2	-15%	-1%	4%	-15%	5%
34) CCOC(=O)CCC(=O)Nc1ccc(S(=O)(=O)N2CCc3ccccc32)cc1
  0%	-1%	7%	0	-15%	0%	-3%	-4%	-1%
35) CS(=O)(=O)N(CC(=O)NCCSCc1ccccc1Cl)c1ccccc1F
  2%	3%	10%	-1	-19%	-5%	12%	-13%	4%
36) CCCS(=O)(=O)N1CCN(Cc2ccccc2[N+](=O)[O-])CC1
  0%	7%[57.1 µM]	-1%	-17	-14%	-1%[57.1 µM]	-1%	10%	?
37) Cc1ccn2c(NC(=O)c3ccccc3)c(-c3ccccc3)nc2c1
  0%	7%	8%	-2	-8%	5%[57.1 µM]	-7%	-11%	6%
